Assay outcomes as filed in PubChem BioAssay.
EBNA-1 inhibitor: blocks EBNA-1 binding to DNA | actives 0.34% (n = 300,000) | inhibition, % at 14.8 µM | EBNA-1 DNA binding, fluorescence polarization | AID 1950; in the data active means inhibition above about 28%
Fam108B inh: Fam108B inhibition, counter-screen for RBBP9 inhibitors | recombinant Fam108B, FP-Rh probe fluorescence polarization | inhibition, % at 9.51 µM | actives 0.33% (n = 300,000);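 active means inhibition above the screen mean inhibition plus 3 SD, computed separately per campaign, cut at about 18% in these data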;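 further: inhibitors lower polarization as less probe binds the enzyme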
ZTA counter: counter-screen for EBNA-1 inhibitors: inhibitors of Epstein-Barr virus ZTA | P03206 | ZTA-DNA binding, fluorescence polarization | inhibition, % at 11 µM | actives 0.15% (n = 320,000); in the data active means inhibition above about 33%
Target sequence (P03206 whole entry, looked up): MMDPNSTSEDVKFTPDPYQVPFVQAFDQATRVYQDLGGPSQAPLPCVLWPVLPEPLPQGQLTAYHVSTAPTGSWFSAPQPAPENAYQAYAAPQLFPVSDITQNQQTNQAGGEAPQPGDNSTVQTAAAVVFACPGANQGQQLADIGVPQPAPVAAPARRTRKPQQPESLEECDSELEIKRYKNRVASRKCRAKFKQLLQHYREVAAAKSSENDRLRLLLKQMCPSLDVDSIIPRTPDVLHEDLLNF
Efflux pump mplx: antifungal efflux pump inhibition, Nile Red retention | AID 485275 | S. cerevisiae Candida pump triplex | actives 0.44% (n = 330,000) | inhibition, % at 10 µM;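 active means plate passing quality check with inhibition over a set limit, or well fluorescence over plate mean plus 4 SD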;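 further: Nile Red retained in pooled yeast measured as flow cytometry median fluorescence; 0% = buffer negative control and 100% = Enniatin B positive control; higher means more Nile Red kept so more efflux inhibition; some compounds called inactive have numbers as strong as hits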
MCL1 BIM primary: MCL1-BIM-BH3 interaction inhibition (human) | GST-MCL1 / FITC-Bim-BH3 fluorescence polarization | Q07820 | AID 2057 | actives 0.68% (n = 320,000) | inhibition, % at 10.9 µM;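 active means inhibition above the mean inhibition of all tested compounds plus 3 SD, set per campaign, cut at about 40% in these data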;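 further: 0% = DMSO wells and 100% = unlabeled Bim-BH3 peptide control; higher means more loss of mP so more displacement of Bim peptide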
Target sequence (Q07820 whole entry, looked up): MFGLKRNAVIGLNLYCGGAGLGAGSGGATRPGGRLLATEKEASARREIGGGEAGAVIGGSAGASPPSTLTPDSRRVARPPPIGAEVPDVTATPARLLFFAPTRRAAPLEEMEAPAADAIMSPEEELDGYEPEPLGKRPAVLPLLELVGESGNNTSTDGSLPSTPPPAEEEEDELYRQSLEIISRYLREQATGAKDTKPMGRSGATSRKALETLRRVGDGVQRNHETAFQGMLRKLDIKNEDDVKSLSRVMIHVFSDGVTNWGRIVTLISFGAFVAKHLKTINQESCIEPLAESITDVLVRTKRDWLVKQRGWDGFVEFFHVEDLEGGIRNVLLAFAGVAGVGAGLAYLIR
CR mimetic SO: yeast age-related superoxide inhibition as caloric restriction mimetic. AID 2690. S. cerevisiae aged cells, superoxide DHE fluorescence; hits give low values. superoxide response (% of plate mean), % at 10 µM. actives 0.18% (n = 330,000);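 active means superoxide response under a set limit, about three screen SD below normal, cut at about 65% in these data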;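 further: yeast aged for seven days with compound at 30 °C before DHE staining; 100% = average MFI of all compound-treated wells on the plate with controls excluded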
BCLXL inh: inhibitors of human Bcl-xL. Q07817. inhibition, % at 10.9 µM. GST-Bcl-xL / FITC-Bim BH3 peptide fluorescence polarization. AID 2129. actives 0.7% (n = 320,000);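 active means inhibition above the mean of all tested compounds plus 3 SD, cutoff set per campaign, cut at about 30% in these data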;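 further: 0% = DMSO wells and 100% = unlabeled Bim-BH3 peptide competitor; inhibitors lower millipolarization by displacing the labeled peptide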
GLD-1 RNA inh: GLD-1-TGE RNA interaction inhibition (C. elegans); inhibition, % at 5.96 µM; Q17339; actives 0.44% (n = 320,000); AID 2280; purified GLD-1 + fluorescein TGE RNA, fluorescence polarization;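 active means percent inhibition above a per-plate cutoff, the plate mean of test compounds plus 3 SD, cut at about 30% in these data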;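 further: 0% = DMSO wells with GLD-1 and probe and 100% = wells lacking GLD-1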
Target sequence (Q17339 whole entry, looked up): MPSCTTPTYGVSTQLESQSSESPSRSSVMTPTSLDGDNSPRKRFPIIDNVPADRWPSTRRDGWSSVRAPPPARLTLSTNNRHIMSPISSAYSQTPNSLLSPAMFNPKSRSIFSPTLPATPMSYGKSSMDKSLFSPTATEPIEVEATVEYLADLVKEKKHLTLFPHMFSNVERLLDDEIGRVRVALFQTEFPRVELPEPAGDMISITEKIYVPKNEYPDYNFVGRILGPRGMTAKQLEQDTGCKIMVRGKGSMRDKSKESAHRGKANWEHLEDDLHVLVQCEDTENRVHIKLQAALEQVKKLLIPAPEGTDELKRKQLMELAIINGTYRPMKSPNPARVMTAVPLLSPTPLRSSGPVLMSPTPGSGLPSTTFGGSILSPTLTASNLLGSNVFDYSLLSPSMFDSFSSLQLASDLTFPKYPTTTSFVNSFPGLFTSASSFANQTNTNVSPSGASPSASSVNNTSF
MEX-5 binding: C. elegans MEX-5 TCR-2 RNA binding activity. actives 0.38% (n = 300,000). AID 1832. MEX-5/FITC-TCR2 RNA binding, fluorescence polarization; hits give low values. Q9XUB2. activity score (negative = inhibition of binding), % at 10 µM;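 active means inhibition past about -25% in most replicates, and total fluorescence under double the plate's negative control median, limit read from the data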;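 further: 0% = DMSO and -100% = 5 µM competing unlabeled TCR2 RNA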
Active calls of the source: *; / = not tested or not shown. Rows were taken by chance (roughly 2.3% active in at least one column).

SMILES	EBNA-1 inhibitor	Fam108B inh	ZTA counter	Efflux pump mplx	MCL1 BIM primary	CR mimetic SO	BCLXL inh	GLD-1 RNA inh	MEX-5 binding
CC1CCCCN1Cc1c(O)ccc2c(=O)c(-c3ccc(Cl)cc3)coc12 (centres undefined)	5	-3	8	-0.3	6	96	8	1	1.7
CCn1c(SCC(=O)c2ccc(C)cc2)nnc1-c1ccoc1C	18	-2	12	0.0	-6	96	0	4	3.2
O=C1CC(c2ccccc2)CC(O)=C1C=Nc1ccccc1O (centres undefined)	0	0	0	0.0	2	108	0	-7	2.7
N#Cc1cccc(N=Cc2c(O)ccc3ccccc23)c1	-4	3	5	0.2	3	103	5	0	-0.6
Cc1ccc(C(=O)OCC(=O)c2ccccc2)cc1	-6	-2	0	0.2	-7	106	-1	11	1.9
CC1=CC(C)(C)Nc2ccc(OC(=O)C(Cc3ccccc3)N3C(=O)c4ccccc4C3=O)cc21 (centres undefined)	-25	7	-4	0.5	3	88	10	-2	1.4
NC(=O)CN1C(=O)C2C3c4ccccc4C(c4ccccc43)C2C1=O (centres undefined)	-2	5	-4	-0.1	6	97	2	0	-1.7
O=C(NCc1ccco1)/C(=C/c1cccc(C(F)(F)F)c1)c1nc2ccccc2[nH]1	-7	-4	-7	0.3	7	104	5	-9	-3.0
O=C(Oc1c(CN2CCOCC2)cc(Cl)c2cccnc12)c1ccccc1Br	1	-1	3	0.2	14	100	4	-6	-0.9
CCCn1c(CCC(=O)O)ccc1-c1ccc(OC)cc1	7	-4	5	0.2	-8	88	-2	-2	-2.4
CC(C)=NNC1=NC(C)(C)Cc2ccccc21	-14	-4	3	0.2	2	117	-2	2	0.0
COc1ccc(-c2oc3ncnc(NCCCO)c3c2-c2ccc(OC)cc2)cc1	4	6	-1	0.1	-3	101	1	-6	3.5
CCOC(=O)C1=C(C)Nc2ccccc2S1	2	0	0	-0.1	7	91	0	0	-3.3
Cc1ccc(C(=O)Nc2nnc(COc3ccccc3)s2)cc1	-11	-1	3	0.2	4	102	3	3	-1.6
Cc1cccc(C(=O)NC(=S)NNC(=O)Cc2ccccc2)c1	3	3	5	0.0	12	129	11	4	-0.4
COc1ccc(N2CCN(S(=O)(=O)CCNC(=O)c3ccc4c(c3)OCO4)CC2)cc1	-2	0	-2	0.1	4	103	5	5	-0.3
CC(Oc1ccc(Br)cc1)C(=O)NC1CCCCCC1 (centres undefined)	/	/	-9	0.3	-2	81	-3	-2	/
CC(C)C(C(=O)Nc1ccc(S(N)(=O)=O)cc1)N1C(=O)c2ccccc2C1=O (centres undefined)	-1	8	-9	-0.1	4	117	3	-8	-3.3
O=C(N/N=C/c1ccc(O)c(O)c1)C1c2ccccc2Oc2ccccc21	5	1	3	-0.1	27	94	0	5	1.2
COC(=O)c1cc(S(=O)(=O)Nc2ccc(C)cn2)c[nH]1	-1	1	1	0.1	0	83	1	-6	3.1
COc1cc(/C=C2\SC(c3ccc(C)cc3)=NC2=O)cc(OC)c1O	11	5	26	0.2	-98	90	-53	-10	-1.3
Cc1ccc(C)c(N2C(=O)c3ccc(C(=O)OCC(=O)c4c(N)n(C)c(=O)n(C)c4=O)cc3C2=O)c1	-13	-4	-7	-0.1	-6	83	0	5	-3.2
O=C(Cn1c(=O)oc2ccccc21)NCCc1ccccc1	8	-1	0	0.1	-7	96	-1	-3	-1.8
COc1cccc(CN2CCCC(C(=O)N3CCCCC3)C2)c1OC (centres undefined)	4	-3	12	0.0	5	116	7	6	-2.1
COC(=O)c1ccc(CSc2cc(C)c3cc(C)cc(C)c3n2)o1	-2	1	-3	-0.2	7	91	-1	-7	2.3
O=S(=O)(NCC(c1ccc2c(c1)OCO2)N1CCOCC1)c1ccc(Br)cc1 (centres undefined)	9	0	6	-0.1	-6	104	3	-1	0.4
Cc1ccc(S(=O)(=O)N(C)CC(=O)Nc2ccncc2)cc1	-14	-3	-15	-0.1	3	123	2	6	0.4
Cc1ccc(-n2c(=O)[nH]c3cc(C(=O)NC4CCN(Cc5ccccc5)CC4)ccc3c2=O)cc1	-3	-1	6	0.0	3	104	3	9	-1.9
Cc1nc(-c2ccc(Cl)cc2)sc1C1(C)CC(c2cccc([N+](=O)[O-])c2)=NO1 (centres undefined)	-6	-2	-9	0.1	-7	111	-2	2	0.4
O=C(CCN1C(=O)C2CC=CCC2C1=O)N1CCN(c2ccccn2)CC1 (centres undefined)	9	5	-9	-0.1	-1	97	-1	-4	1.2
CCc1ccc(Nc2n[n+](-c3ccccc3)c(-c3cc(OC)c(OC)cc3Br)s2)cc1	0	4	4	0.0	6	101	3	4	-1.0
COc1ccc(CN2CCN(CCCc3ccccc3)C(CCO)C2)c(O)c1 (centres undefined)	4	6	6	0.1	5	98	1	9	-3.4
COc1ccc(CCN2CC(C(=O)NCC(=O)Nc3ccc(F)c(F)c3)CC2=O)cc1OC (centres undefined)	-4	8	3	0.2	3	105	5	-6	1.3
COC(C(=O)Nc1ccnn1C1CCN(C(=O)c2ccc(C=O)cc2)CC1)c1ccccc1 (centres undefined)	-7	2	-6	0.3	-3	94	1	0	2.0
S=C(Nc1ccc(Cl)cc1Cl)N1CCCC1	0	0	-8	0.1	10	102	2	-6	1.3
CC1=C(C#N)C(c2ccccc2)C2=C(N1)c1ccccc1C2=O (centres undefined)	1	6	4	-0.3	7	103	3	1	-2.9
COc1ccc(NC(=O)c2cccc(N3C(=O)C4C5C=CC(C5)C4C3=O)c2)cc1Cl (centres undefined)	-22	-1	12	0.0	-4	111	7	-11	0.8
COc1ccc(NC(=S)N(CCC(C)C)C2CCN(C(C)C)CC2)cc1	7	3	3	0.4	15	98	7	-5	-1.8
CC(=O)CCc1ccc(OCCCCN2CCC(Cc3ccccc3)CC2)cc1	6	0	6	0.1	15	104	5	-2	-2.2
COc1cccc(OCc2nnc(SCC(=O)N3c4ccccc4Sc4ccc(Cl)cc43)o2)c1	7	3	15	0.2	12	112	4	-1	0.8
O=C(Nc1ccc(C(F)(F)F)cc1)c1cnc(N2CCN(c3ccccn3)CC2)c2ccccc12	9	3	-9	0.0	-6	90	-3	2	1.5
Cc1noc(C)c1COC(=O)c1cnc(Cl)c(Cl)c1	-3	-1	5	0.3	-11	104	0	-1	0.8
CCC(C)NC(=O)CSc1nnc(-c2ccc(C(C)(C)C)cc2)n1C (centres undefined)	7	3	-12	0.0	2	97	3	6	0.6
Cn1c(=O)oc2cc(S(=O)(=O)NCCC(=O)N3CCc4ccccc43)ccc21	6	1	-6	-0.1	4	109	5	-5	-0.4
Cc1ccccc1NC(=O)Cn1nc(C)n2cccc2c1=O	4	-2	6	0.0	1	117	3	3	0.9

Complete entries, looked up by structure. Order of values: EBNA-1 inhibitor | Fam108B inh | ZTA counter | Efflux pump mplx | MCL1 BIM primary | CR mimetic SO | BCLXL inh | GLD-1 RNA inh | MEX-5 binding
Profile of `COc1cc(/C=C2\SC(c3ccc(C)cc3)=NC2=O)cc(OC)c1O` = 11 | 5 | 26 | 0.2 | -98 | 90 | -53 | -10 | -1.3
Profile of `Cn1c(=O)oc2cc(S(=O)(=O)NCCC(=O)N3CCc4ccccc43)ccc21` = 6 | 1 | -6 | -0.1 | 4 | 109 | 5 | -5 | -0.4

Following part
SMILES	EBNA-1 inhibitor	Fam108B inh	ZTA counter	Efflux pump mplx	MCL1 BIM primary	CR mimetic SO	BCLXL inh	GLD-1 RNA inh	MEX-5 binding
CNc1c(C(=O)O)ccc2c1C(=O)c1ccccc1C2=O	-1	-2	6	0.1	16	102	6	6	-2.9
Cc1ccc(C)c(NS(=O)(=O)c2csc(C(N)=O)c2)c1	-20	-1	0	0.1	4	99	1	-1	-2.4
Cc1ccc2nc(SCC(=O)Nc3cccc(S(=O)(=O)N(C)C)c3)[nH]c2c1	5	5	12	0.4	-1	112	-1	1	-2.8
O=C(/C=C/c1ccccc1[N+](=O)[O-])NNC(=O)c1ccncc1	/	/	-4	-0.1	4	106	-1	3	/
CCCOC(=O)CCNc1n[nH]c(=O)[nH]c1=O	-5	3	0	0.0	5	87	5	0	1.2
COc1ccc(-c2nnc(CSc3nnc(-c4ccncc4)n3C3CCCCC3)o2)cc1OC	2	-2	0	0.2	3	97	2	-10	0.0
CCc1ccccc1NC(=O)CSc1nc2[nH]c(=O)cc(O)c2s1	-6	5	0	-0.1	7	101	4	-2	-1.9
COC(=O)c1ccccc1N=Nc1c(C)noc1C	-3	5	-17	-0.1	4	106	6	-12	2.1
Cc1ccc(NC(=O)CN(C)C(=O)c2cc3c(s2)CCCCC3)cc1	/	/	-16	-0.1	-3	106	5	-7	/
Cc1cc(NC(=O)CN2CCC(O)(c3cccc(F)c3)CC2)no1	-5	1	1	0.1	1	89	-1	2	3.5
COc1ccc(-n2nc3ccccc3n2)cc1	3	-1	1	0.2	-1	102	-6	9	-3.0
S=C(Nc1ccc(Br)cc1)NC1CCN(Cc2ccccc2)CC1	3	-1	-5	0.4	5	95	0	4	-1.5
O=C(Nc1cccc(Cl)c1)N(CCCN1CCOCC1)Cc1ccccc1F	2	-4	17	-0.1	-1	89	0	-1	-0.2
O=C(NCc1ccc(F)cc1)c1ccc(Br)o1	-7	-2	12	0.0	6	94	4	-3	0.8
CCN(CC)C(=O)Cn1cc(C(=O)C2CC2)c2ccccc21	1	3	-7	-0.1	5	98	4	2	1.5
C=CCOc1ccccc1CN1CCC(Cc2ccccc2)CC1	-5	0	3	0.1	6	107	1	0	0.9
Cc1ccc(C)c(N(C)S(=O)(=O)c2cccc3nsnc23)c1	-13	-6	11	0.3	-2	132	-3	4	-2.6
CC1CCN(C(=O)Cn2c(=O)n(Cc3ccco3)c(=O)c3sccc32)CC1	1	-3	-6	-0.1	8	96	0	1	0.0
CC1(C)Cc2nc(Cl)c(C(N)=O)cc2CO1	8	1	-9	-0.1	6	91	2	4	-0.5
O=C(CSc1nnnn1-c1ccc(C(=O)O)cc1)NC1CC1	1	-1	-3	-0.1	6	86	2	3	-0.7
CCOc1ccc(S(=O)(=O)N2Cc3ccccc3CC2C(=O)O)cc1 (centres undefined)	9	2	-3	0.0	0	96	2	3	-2.1
Cc1ccc(S(=O)(=O)/N=C(/c2ccc(F)cc2)N2CCOCC2)cc1	9	0	13	-0.2	2	119	1	8	1.9
Cc1cc(C)nc(SCC(=O)NCC2COc3ccccc3O2)n1 (centres undefined)	/	/	7	-0.2	-1	84	-4	-2	/
COc1ccc(CNC(=O)COC(=O)c2ccc(F)c(S(=O)(=O)N3CCCCC3)c2)cc1OC	-7	-1	7	0.1	-1	106	0	3	0.3
COc1cccc2c1C(=O)C=C(C)C2=O	10	0	3	-0.2	8	98	3	2	-2.5
Nc1c2c(nn1-c1ccc(C(=O)O)cc1)CNC2	-15	-3	6	0.2	-2	103	1	-2	-2.0
CC1=C(C)CC(C(=O)Nc2nccs2)C(C(=O)O)C1 (centres undefined)	-12	3	3	0.0	9	98	2	5	2.6
CN(CC(=O)NCc1ccco1)S(=O)(=O)c1cccc2cccnc12	0	2	-7	0.0	-1	101	1	3	0.7
CN(C(=O)c1ccc(NC(=O)Cc2cccc(NC(=O)C3CCCN(C(=O)C4CCCCC4)C3)c2)cc1)C1CCCC1 (centres undefined)	/	/	-9	-0.5	5	110	4	-1	/
